Integrin act MD = activators of alpha7 integrin expression for muscular dystrophy. Potency, µM (titrated, usually from 38.3 µM), without a hit: top-dose activation, actives largely listed as activators. AID 624291. alpha7betagal myoblasts, beta-gal FDG fluorescence, 48 h. 0.064% of 350,000 active;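 note: potency is the fitted concentration of half-maximal effect; 100% = response of the positive control SU9516; nearly all actives have a fitted effect of over 60% in size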
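Alpha7betagal+/- myoblasts (passage 13) were plated 16-24 hr, then exposed to compounds (1:260 dilution of DMSO stock) for 48 hours at 37C. After MPER lysis, β-galactosidase reporter activity was read as FDG fluorescence (ex 480/em 540) after 30 minutes.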
ASM inhibitor = blocks human secretory acid sphingomyelinase; 0.006% of 340,000 active; Potency, µM (series often up to 57.5 µM), without a hit: top-dose activity change, negative = inhibition, actives largely listed as inhibitors; AID 504937; placental ASM, HMU-PC fluorogenic substrate, 60 min; note: potency is the fitted concentration of half-maximal effect
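Human placenta-derived ASM preincubated with compound 10 min at room temperature, then reacted with 9 uM (final) fluorogenic HMU-PC substrate for 60 min at 37 C. Stop solution raises pH to 10; fluorescence read at Ex 386/Em 447 nm.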
BCR signal inh = blocks chronic active B-cell receptor signaling; ABC-DLBCL IkBa-CBG/CBR reporter, luminescence ratio, 4 h; Potency, µM (top dose mostly 46.1 µM), without a hit: at the highest dose ratio change, negative = lower green/red ratio, hits mostly inhibitors; 0.05% of 340,000 active; AID 493014; active = well fitted inhibition curve with a large enough effect in the signal ratio, with a control signal flat, not every such curve was filed as active; inconclusive = small, poorly fitted or top-dose-only effect, or effect the other way, or a change in a side signal; the % refers to the signal ratio;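 note: potency is the fitted concentration of half-maximal effect; plate controls were basal doxycycline-induced cells for no effect and cells given 10 µM MG132 for full effect; MG132 reads +100%, hits lower the ratio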
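Doxycycline induced both beetle luciferases in TMD8 lymphoma cells; IKK-driven degradation limits the IkappaBalpha-fused green signal, while red luminescence normalises for cell number and nonspecific effects. Compounds tested up to 46 uM, 4 hrs.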
PKM2 act = activators of human pyruvate kinase M2; P14618; purified PKM2, Kinase-Glo ATP luminescence, activation; response scale: 0% is enzyme alone, no compound; Potency, µM (highest dose often 57.5 µM), inactives show at the top dose activation, most hits filed as activators; 0.34% of 260,000 active; AID 1631; note: potency is the fitted concentration of half-maximal effect; % is set by controls: 0 for no effect and ±100 for the full control effect; nearly all actives have a fitted effect of over 55% in size
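Purified hPK-M2 (>95%) run at intermediate activity with 0.1 mM ADP and 0.5 mM PEP in 50 mM imidazole pH 7.2, KCl, MgCl2; 1 h room temperature. ATP formed read by Kinase-Glo luminescence; normalized to uninhibited and no-enzyme controls.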
Giardia kill = kills Giardia lamblia; Giardia lamblia trophozoite viability; activity change, % at 7.66 µM, hits read low; 0.15% of 340,000 active; AID 540267; in the data active = activity change below about -80%; inconclusive = between about -30% and that limit;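 note: parasites exposed to compound for two days anaerobically before the ATP read; % is set by controls: 0 for no effect and ±100 for the full control effect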
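Luminescent ATP signal served as the viability read-out, measured 15-30 min after adding ATP detection reagent to trophozoites that had been incubated with compounds for 48 hrs at 37 deg C anaerobically at 100 cells/well.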
Menin MLL FP TR = inhibitors of human menin-MLL interaction, mutant MLL peptide | O00255 | Menin + Texas Red MLL mutant peptide, fluorescence polarization | Potency, µM (doses to about 61.6 µM), inactives show at the highest dose FP activity change, negative = inhibition, hits mostly inhibitors | 0.23% of 270,000 active | AID 1768; active = well fitted inhibition curve with a large enough effect in the polarisation, with a control signal flat, not every such curve was filed as active; inconclusive = small, poorly fitted or top-dose-only effect, or effect the other way, or a change in a side signal; inactive = no such curve, though single readings can be large or run the other way; the % refers to the polarisation; note: potency is the fitted concentration of half-maximal effect; % of control where 0% means no effect; many of its hits are not listed in these tables
Target sequence (O00255 whole entry, looked up): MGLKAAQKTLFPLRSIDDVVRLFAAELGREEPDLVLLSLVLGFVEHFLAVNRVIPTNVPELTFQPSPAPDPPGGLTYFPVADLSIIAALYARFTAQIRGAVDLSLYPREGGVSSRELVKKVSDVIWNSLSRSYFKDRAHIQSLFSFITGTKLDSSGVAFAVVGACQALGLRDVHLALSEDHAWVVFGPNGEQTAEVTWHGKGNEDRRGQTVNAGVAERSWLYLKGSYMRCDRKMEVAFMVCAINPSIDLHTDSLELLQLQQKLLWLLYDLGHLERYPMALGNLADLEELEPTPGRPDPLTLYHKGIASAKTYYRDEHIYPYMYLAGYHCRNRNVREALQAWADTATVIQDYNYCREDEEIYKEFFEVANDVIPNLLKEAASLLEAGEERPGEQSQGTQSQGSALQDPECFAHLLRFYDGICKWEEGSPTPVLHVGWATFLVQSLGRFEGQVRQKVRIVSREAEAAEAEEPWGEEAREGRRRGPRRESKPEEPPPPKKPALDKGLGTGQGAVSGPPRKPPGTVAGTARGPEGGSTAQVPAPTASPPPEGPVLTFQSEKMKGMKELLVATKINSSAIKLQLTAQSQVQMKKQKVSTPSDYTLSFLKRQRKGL
Tb PFK inh = T. brucei PFK enzyme inhibition; Potency, µM (series often up to 57.5 µM), for the others: at the top dose activity, negative = inhibition, actives largely listed as inhibitors; O15648; 0.17% of 330,000 active; T. brucei PFK, ADP-Glo luminescence;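 note: potency is the fitted concentration of half-maximal effect; 0% = uninhibited 1x PFK enzyme wells and -100% = no-enzyme wells; nearly all actives have a fitted effect of over 60% in size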
Target sequence (O15648 whole entry, looked up): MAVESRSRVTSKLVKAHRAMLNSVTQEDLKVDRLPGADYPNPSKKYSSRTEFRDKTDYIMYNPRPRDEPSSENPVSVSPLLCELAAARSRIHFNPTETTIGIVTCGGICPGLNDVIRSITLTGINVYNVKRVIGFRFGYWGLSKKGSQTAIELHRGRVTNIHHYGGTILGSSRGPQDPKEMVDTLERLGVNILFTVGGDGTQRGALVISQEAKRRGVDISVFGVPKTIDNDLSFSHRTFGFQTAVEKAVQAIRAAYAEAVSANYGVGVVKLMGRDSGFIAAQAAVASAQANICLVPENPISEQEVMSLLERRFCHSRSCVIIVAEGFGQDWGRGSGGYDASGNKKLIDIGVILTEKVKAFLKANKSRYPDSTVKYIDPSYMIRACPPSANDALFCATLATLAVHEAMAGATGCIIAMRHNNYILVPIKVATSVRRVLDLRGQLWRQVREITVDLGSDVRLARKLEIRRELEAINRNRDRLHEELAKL
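In TEA buffer at pH 8.0 with 5 mM MgCl2, enzyme (1.25 nM) converted F6P (0.5 mM) and ATP (0.1 mM) for 45 min at room temperature. ADP product was read by luciferase luminescence.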
TSG101-PTAP inh = blocks PTAP/TSG101 interaction to inhibit HIV-1 budding. Q99816. Potency, µM (highest dose often 115 µM), inactives show top-dose activity change, negative = inhibition, actives largely listed as inhibitors. 340,000 tested, under 10 active. Fluorescence polarization, FITC-PTAP peptide / Tsg101 binding; active = well fitted inhibition curve with a large enough effect in the main read-out, with a control signal flat, not every such curve was filed as active; inconclusive = small, poorly fitted or top-dose-only effect, or effect the other way, or a change in a side signal; inactive = no such curve, though single readings can be large or run the other way; note: potency is the fitted concentration of half-maximal effect; % of control where 0% means no effect
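Fluorescence polarization binding of Tsg101 binding domain (10 uM final) to FITC-labeled PTAP peptide (50 nM final) in HEPES pH 7.5 buffer with NaCl, Tween 20, EDTA, TCEP. Compounds added before peptide; binding 20 min at RT.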
B2AR arrestin = recruits beta-arrestin to the human beta2-adrenergic receptor; P07550; beta-arrestin recruitment to beta2AR, cell-based reporter; Potency, µM (top dose mostly 46.1 µM), for the others: top-dose activation, actives largely listed as activators; 0.02% of 330,000 active; AID 492947;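 note: potency is the fitted concentration of half-maximal effect; 0% = DMSO controls and full agonism = EC100 isoproterenol or metaproterenol; nearly all actives have a fitted effect of over 65% in size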
Coupling enz = counter-screen for Giardia aldolase inhibitors: coupling enzyme system; coupling enzyme system counterscreen, AmpLite Red fluorescence; activity change, negative = inhibition, % at 58.2 µM, hits read low; 0.67% of 290,000 active; in the data active = activity change below about -30%; note: % is set by controls: 0 for no effect and ±100 for the full control effect
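Compounds tested against the coupling enzymes alone at 57.5 uM final; readout was AmpLite Red fluorescence (525/598 nm) after 20 min at RT.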
GALK inh = inhibitors of human galactokinase; P51570; Purified GALK, Kinase-Glo residual ATP luminescence; Potency, µM (highest dose often 57.5 µM), inactives show top-dose activity change, negative = inhibition, usual class: inhibitors; 0.007% of 270,000 active; AID 1868; note: potency is the fitted concentration of half-maximal effect; % is set by controls: 0 for no effect and ±100 for the full control effect
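Compounds were pin-transferred into ATP buffer (35 uM final), then GALK plus galactose (5 nM, 100 uM final) was added. After 1 h at room temperature, Kinase-Glo Plus was added and luminescence read after 10 min.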
Active calls of the source: *; [ ] = another dose, or the depositor's remark. Unless noted, calls come from the whole dose curve; as a rule, active = well fitted curve in the direction sought with a large enough effect; inconclusive = small, poorly fitted or top-dose-only effect, or another doubt; inactive = no such curve, though single readings can be large; an effect the other way counts as inactive or inconclusive.

What do the screens show for `CC(C)c1nnc(NC(=O)CC(C)c2ccccc2)s1` (stereo unspecified)?
Integrin act MD: 10%; ASM inhibitor: -3%; BCR signal inh: 6%; PKM2 act: 4%[11.5 µM]; Giardia kill: -26; Menin MLL FP TR: -12%; Tb PFK inh: 1%; TSG101-PTAP inh: 1%; B2AR arrestin: -0.1%; Coupling enz: -2; GALK inh: 6%

Results for Cc1cc(Cl)ccc1OCC(=O)Nc1ccccc1CO ?
Integrin act MD: inconclusive; ASM inhibitor: -7%; BCR signal inh: inconclusive; PKM2 act: 1%; Giardia kill: 3; Menin MLL FP TR: 11%; Tb PFK inh: 0%; TSG101-PTAP inh: -1%; B2AR arrestin: -0.3%; Coupling enz: -1; GALK inh: 1%

What do the screens show for `COc1ccc(CN(C)S(=O)(=O)c2ccc3c(c2)OCCO3)cc1`?
Integrin act MD: 0%; ASM inhibitor: 0%; BCR signal inh: -2%; PKM2 act: 4%; Giardia kill: -4; Menin MLL FP TR: 9%; Tb PFK inh: -4%; TSG101-PTAP inh: 2%; B2AR arrestin: 0.1%; Coupling enz: -2; GALK inh: -1%

How did CCOc1ccc(S(=O)(=O)NN)cc1 do in these assays?
Integrin act MD: -19%; ASM inhibitor: 0%; BCR signal inh: inconclusive; PKM2 act: 5%; Giardia kill: 10; Tb PFK inh: 4%; TSG101-PTAP inh: 1%; B2AR arrestin: -0.3%; Coupling enz: 3; GALK inh: -2%

Results for CCOC(=O)C1CCCN(c2oc(-c3ccc(OC)cc3)nc2C#N)C1 (stereo unspecified) ?
Integrin act MD: -21%; ASM inhibitor: 2%; BCR signal inh: -5%; PKM2 act: 0%; Giardia kill: 7; Menin MLL FP TR: -8%; Tb PFK inh: 7%; TSG101-PTAP inh: 1%; B2AR arrestin: 0.1%; Coupling enz: 0; GALK inh: 0%

What do the screens show for `CC(C)n1ncc2c(C(=O)NCCc3ccc(S(N)(=O)=O)cc3)cc(C3CC3)nc21`?
Integrin act MD: -17%; ASM inhibitor: 2%; BCR signal inh: 0%; Giardia kill: -1; Tb PFK inh: -5%; TSG101-PTAP inh: 0%; B2AR arrestin: 0.0%

Results for CC(C)N(C(=O)[C@H]1CC(CC(=O)NCCc2ccccn2)C(=O)N2CCc3c([nH]c4ccccc34)[C@]12C)C(C)C (stereo partly specified) ?
Integrin act MD: 14%; ASM inhibitor: 7%; BCR signal inh: 6%; Giardia kill: 8; Tb PFK inh: -4%; TSG101-PTAP inh: 1%; B2AR arrestin: -0.5%

What do the screens show for `CC(=O)c1cccc(NC(=S)NC2CCCCC2)c1`?
Integrin act MD: -18%; ASM inhibitor: 1%; BCR signal inh: 3%; PKM2 act: 3%; Giardia kill: -21; Menin MLL FP TR: 2%; Tb PFK inh: 4%; TSG101-PTAP inh: -8%; B2AR arrestin: -1.1%; Coupling enz: 1; GALK inh: 0%

Results for CCCc1cc(=O)oc2c(CN3CCCC3)c(O)ccc12 ?
Integrin act MD: -15%; ASM inhibitor: inactive; BCR signal inh: inconclusive; PKM2 act: -1%; Giardia kill: 10; Menin MLL FP TR: 9%; Tb PFK inh: 3%; TSG101-PTAP inh: -4%; B2AR arrestin: 0.0%; Coupling enz: 1; GALK inh: 9%

What do the screens show for `CCOC(=O)C1=C(CC)Nc2ccccc2N=C1NC(=O)Nc1ccc(Cl)c(Cl)c1`?
Integrin act MD: -68%[inhibitor]; ASM inhibitor: -16%; BCR signal inh: inconclusive; PKM2 act: 3%; Giardia kill: -4; Menin MLL FP TR: inconclusive; Tb PFK inh: inconclusive; TSG101-PTAP inh: 2%; B2AR arrestin: -0.1%; Coupling enz: -4; GALK inh: 0%

How did O=c1oc2ccccc2c(NC2CCCCC2)c1NS(=O)(=O)c1ccc(Br)cc1 do in these assays?
Integrin act MD: inconclusive; ASM inhibitor: -2%; BCR signal inh: inconclusive; Giardia kill: 26; Tb PFK inh: 0%; TSG101-PTAP inh: -4%; B2AR arrestin: 0.1%; GALK inh: -6%

What do the screens show for `COc1ccc(NS(=O)(=O)c2ccc(N3CC(O)=C(c4ccccc4)C3=N)cc2)cc1`?
Integrin act MD: 5%; ASM inhibitor: 2%; BCR signal inh: 2%; PKM2 act: -13%; Giardia kill: 0; Tb PFK inh: 0%; TSG101-PTAP inh: 0%; B2AR arrestin: -0.5%; Coupling enz: -2; GALK inh: 6%

What do the screens show for `Clc1ccc(OCCSc2ncccn2)c(Br)c1`?
Integrin act MD: 7%; ASM inhibitor: -3%; BCR signal inh: inconclusive; PKM2 act: 8%; Giardia kill: 6; Menin MLL FP TR: inconclusive; Tb PFK inh: 2%; TSG101-PTAP inh: -1%; B2AR arrestin: 0.0%; Coupling enz: 2; GALK inh: -3%

What do the screens show for `CCN1CCN(C(=O)CSc2cc(=O)n(C)c3ccccc23)CC1`?
Integrin act MD: 2%; ASM inhibitor: 5%; BCR signal inh: -15%; PKM2 act: -1%; Giardia kill: 2; Menin MLL FP TR: -10%; Tb PFK inh: 2%; TSG101-PTAP inh: -1%; B2AR arrestin: 0.2%; Coupling enz: 1; GALK inh: 5%

What do the screens show for `COCCNC(=O)c1cc(-c2ccc(OC)c(OC)c2)on1`?
Integrin act MD: -18%[7.66 µM]; ASM inhibitor: 1%; BCR signal inh: inconclusive; PKM2 act: -8%; Giardia kill: -20; Menin MLL FP TR: -10%; Tb PFK inh: 1%; TSG101-PTAP inh: -2%; B2AR arrestin: 0.1%; Coupling enz: 0; GALK inh: 3%

What do the screens show for `N#C/C=C1/NC(=O)c2ccccc2S1`?
Integrin act MD: 0%; ASM inhibitor: 1%; BCR signal inh: 0%; PKM2 act: 14%; Giardia kill: 1; Menin MLL FP TR: -2%; Tb PFK inh: 4%; TSG101-PTAP inh: -1%; B2AR arrestin: 0.4%; Coupling enz: 1; GALK inh: 5%

How did CCCCOc1ccc(NC(=O)CN2CCN(CC)CC2)cc1 do in these assays?
Integrin act MD: -29%; ASM inhibitor: 1%; BCR signal inh: 3%; PKM2 act: 0%; Giardia kill: -3; Menin MLL FP TR: 7%; Tb PFK inh: 1%; TSG101-PTAP inh: -1%; B2AR arrestin: -0.4%; Coupling enz: -1; GALK inh: -5%

What do the screens show for `COc1cc(C(=O)NCc2nnc(SCC(=O)N3CCCC3)o2)cc(OC)c1OC`?
Integrin act MD: -8%; ASM inhibitor: -1%; BCR signal inh: -1%; Giardia kill: 16; Tb PFK inh: 0%; TSG101-PTAP inh: -1%; B2AR arrestin: 2.6%; GALK inh: 0%

What do the screens show for `Cc1ccc(C)c(N2CCN(C(=O)CCCn3ncn4c(cc5occc54)c3=O)CC2)c1`?
Integrin act MD: 19%; ASM inhibitor: -6%; BCR signal inh: 5%; Giardia kill: 3; Menin MLL FP TR: 22%; Tb PFK inh: -1%; TSG101-PTAP inh: -7%; B2AR arrestin: -0.1%; Coupling enz: -1; GALK inh: 1%

How did O=C(c1cc(C2CC2)nn1-c1ccccc1)N1CCN(S(=O)(=O)c2c(F)cccc2F)CC1 do in these assays?
Integrin act MD: 17%; ASM inhibitor: -2%; BCR signal inh: -1%; Giardia kill: 4; Tb PFK inh: -4%; TSG101-PTAP inh: -3%; B2AR arrestin: 0.1%

What do the screens show for `CCS(=O)(=O)Nc1cccc(C2=NN(S(=O)(=O)c3ccccc3)C(c3ccco3)C2)c1` (stereo unspecified)?
Integrin act MD: -7%; ASM inhibitor: -1%; BCR signal inh: inconclusive; PKM2 act: inconclusive; Giardia kill: -8; Tb PFK inh: 0%; TSG101-PTAP inh: 3%; B2AR arrestin: -0.7%; Coupling enz: -4; GALK inh: -1%

What do the screens show for `CC(C)(C)C(=O)N(Cc1ccc(Cl)cc1)Cc1cccnc1`?
Integrin act MD: -10%; ASM inhibitor: 3%; BCR signal inh: -10%; PKM2 act: -3%; Giardia kill: 7; Tb PFK inh: 2%; TSG101-PTAP inh: -4%; B2AR arrestin: 0.5%; Coupling enz: 8; GALK inh: 5%

How did O=C(NCCc1ccc2c(c1)OCCO2)c1ccc(F)cc1 do in these assays?
Integrin act MD: 26%; ASM inhibitor: 12%; BCR signal inh: inconclusive; PKM2 act: -1%; Giardia kill: 16; Menin MLL FP TR: 7%; Tb PFK inh: 4%; TSG101-PTAP inh: -3%; B2AR arrestin: 0.1%; Coupling enz: 1; GALK inh: 0%

Screens from PubChem.

These rows are one share of the data; the hit share may differ from the screen's.
